CRE-bla Fsk: Cell signaling CRE-BLA (Fsk stim); CHO CRE-bla reporter (cAMP response element driving beta-lactamase), forskolin EC10, beta-lactamase ratio; Potency, µM (series often up to 38.2 µM), without a hit: top-dose activity change, negative = inhibition, actives largely listed as activators; 71,000 tested, 2.5% active; AID 662, 2007; active = well fitted activation curve with a large enough effect in the signal ratio, with a control signal flat, not every such curve was filed as active; inconclusive = small, poorly fitted or top-dose-only effect, or effect the other way, or a change in a side signal; the % refers to the signal ratio; also: potency is read from the fitted curve at half-maximal effect; % of control where 0% means no effect
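Using CellSensor CRE-bla CHO cells in Opti-MEM with 0.5% dialyzed FBS, compounds were titrated with EC10 NKH 477 for 3 h at 37 °C. CCF4 ratio (460/530 nm) gave %Activity; AC50 derived.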
Rhodamine fluor: qHTS Assay for Spectroscopic Profiling in Rhodamine Spectral Region | Rhodamine-region fluorescence, 547/598 nm, Tris buffer; active compounds read high | max dye-equivalent concentration, M | 59,000 tested, 0.05% active | AID 594, 2007; in the data active = max dye-equivalent concentration above about 11 nM; inconclusive = between about 1.1 nM and that limit
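A six-point rhodamine series on each plate calibrates the signal. Compounds sit in 100 mM Tris (pH 8.0) for 15 min at ambient temperature before imaging through 547 nm/598 nm filters.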
HADH2 inh: qHTS Assay for Inhibitors of HADH2 (Hydroxyacyl-Coenzyme A Dehydrogenase, Type II); 3-hydroxyacyl-CoA dehydrogenase type-2 (Homo sapiens), Q99714; recombinant HADH2, NADH fluorescence, beta-hydroxybutyryl-CoA; Potency, µM (doses to about 57.1 µM), without a hit: top-dose activity change, negative = inhibition, actives largely listed as inhibitors; 73,000 tested, 3.4% active; AID 886, 2007; also: potency is read from the fitted curve at half-maximal effect; % is scaled to controls: 0 for no effect and ±100 for the full control effect; nearly all actives have a fitted effect of over 60% in size; many of its hits are not listed in these tables
Target sequence (Q99714 whole entry, looked up, one chain of several): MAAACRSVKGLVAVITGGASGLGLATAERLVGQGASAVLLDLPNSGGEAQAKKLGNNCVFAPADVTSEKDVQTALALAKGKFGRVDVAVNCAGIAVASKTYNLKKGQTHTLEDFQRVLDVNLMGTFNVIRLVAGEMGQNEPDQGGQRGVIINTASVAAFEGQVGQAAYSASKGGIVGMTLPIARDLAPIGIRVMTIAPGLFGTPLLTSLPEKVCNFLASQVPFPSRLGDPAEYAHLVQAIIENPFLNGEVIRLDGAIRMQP
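Activity measured as NADH fluorescence gain (360/450 nm), taken as the change between first and last reads of a 4-min kinetic run. Conditions: pH 9.0 Tris buffer, 20 nM E. coli-expressed His-tagged enzyme, 1 mM NAD+, 90 uM beta-hydroxybutyryl-CoA; 15-min compound preincubation.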
ERK AVP block: qHTS Assay for Inhibitors of the ERK Signaling Pathway using a Homogeneous Screening Assay. HEK293-V1b, vasopressin-stimulated pERK AlphaScreen. AID 995, 2007. Potency, µM (titrated, usually from 57.5 µM), inactives show top-dose activity, negative = inhibition, actives largely listed as inhibitors. 72,000 tested, 0.99% active; also: potency is read from the fitted curve at half-maximal effect; % is scaled to controls: 0 for no effect and ±100 for the full control effect; nearly all actives have a fitted effect of over 55% in size
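qHTS, compounds titrated on V1b-expressing HEK293 cells. Preincubation 30 min at 37C, vasopressin 25 nM for 5 min, lysis 10 min, bead incubation 5 hr at room temperature.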
HBB splicing: qHTS Assay for Modulators of Hemoglobin Beta Chain Splicing; Potency, µM (top dose mostly 46.1 µM), without a hit: top-dose activation, actives largely listed as activators; HBB splicing reporter cell assay, activation; EGFP reporter with mutant IVS2-654 intron; response scale: normalised to 500 nM splice-correcting PNA; AID 925, 2007; 65,000 tested, 0.06% active; also: potency is read from the fitted curve at half-maximal effect; 0% is about no effect
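HeLa cells stably expressing EGFP interrupted by mutant beta-globin intron 2 (IVS2-654), 500/well in 2% FCS. Treated with compound for 2 days at 37C. Splicing correction scored as total well GFP intensity (488 nm excitation, 500-520 nm emission); 500 nM antisense PNA served as control.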
Hsp90 Hop PPI: qHTS Assay for Disrupters of an Hsp90 Co-Chaperone Interaction | Hsp90 C-terminal peptide / TPR2A (Hop) interaction, human | AlphaScreen TPR2A-His6 binding biotin-Hsp90 C-terminal peptide | Potency, µM (titrated, usually from 57 µM), for inactives: at the highest dose activity change, negative = inhibition | 71,000 tested, 0.44% active | AID 595, 2007; active = well fitted curve in either direction with a large enough effect; inconclusive = small, poorly fitted or top-dose-only effect, or another doubt; also: potency is read from the fitted curve at half-maximal effect; % is scaled to controls: 0 for no effect and ±100 for the full control effect; many of its hits are not listed in these tables
Luciferase inh: qHTS Assay for Inhibitors of Firefly Luciferase; Luciferin 4-monooxygenase (Photinus pyralis), P08659; purified firefly luciferase, luminescence, 8 min; Potency, µM (top dose mostly 57.1 µM), for inactives: top-dose activity change, negative = inhibition, most hits filed as inhibitors; 72,000 tested, 2.2% active; AID 411, 2009; also: potency is read from the fitted curve at half-maximal effect; % is scaled to controls: 0 for no effect and ±100 for the full control effect; nearly all actives have a fitted effect of over 40% in size
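Here, luciferase activity is measured as luminescence following an 8 min room-temperature reaction at 10 uM ATP, pH 7.2. Every library sample is titrated.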
Tau filament bind: qHTS Assay for Tau Filament Binding. AID 596, 2007. recombinant tau filaments, thioflavin S fluorescence, 15 h; filaments grown with octadecylsulfate alongside compound. Potency, µM (top dose mostly 57.1 µM), inactives show at the top dose activity change, negative = inhibition. 71,000 tested, 2% active;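 also: potency is read from the fitted curve at half-maximal effect; % is scaled to controls: 0 for no effect and ±100 for the full control effect; actives lower thioflavin S fluorescence by blocking filaments or displacing dye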
Target sequence (P10636 whole entry, looked up): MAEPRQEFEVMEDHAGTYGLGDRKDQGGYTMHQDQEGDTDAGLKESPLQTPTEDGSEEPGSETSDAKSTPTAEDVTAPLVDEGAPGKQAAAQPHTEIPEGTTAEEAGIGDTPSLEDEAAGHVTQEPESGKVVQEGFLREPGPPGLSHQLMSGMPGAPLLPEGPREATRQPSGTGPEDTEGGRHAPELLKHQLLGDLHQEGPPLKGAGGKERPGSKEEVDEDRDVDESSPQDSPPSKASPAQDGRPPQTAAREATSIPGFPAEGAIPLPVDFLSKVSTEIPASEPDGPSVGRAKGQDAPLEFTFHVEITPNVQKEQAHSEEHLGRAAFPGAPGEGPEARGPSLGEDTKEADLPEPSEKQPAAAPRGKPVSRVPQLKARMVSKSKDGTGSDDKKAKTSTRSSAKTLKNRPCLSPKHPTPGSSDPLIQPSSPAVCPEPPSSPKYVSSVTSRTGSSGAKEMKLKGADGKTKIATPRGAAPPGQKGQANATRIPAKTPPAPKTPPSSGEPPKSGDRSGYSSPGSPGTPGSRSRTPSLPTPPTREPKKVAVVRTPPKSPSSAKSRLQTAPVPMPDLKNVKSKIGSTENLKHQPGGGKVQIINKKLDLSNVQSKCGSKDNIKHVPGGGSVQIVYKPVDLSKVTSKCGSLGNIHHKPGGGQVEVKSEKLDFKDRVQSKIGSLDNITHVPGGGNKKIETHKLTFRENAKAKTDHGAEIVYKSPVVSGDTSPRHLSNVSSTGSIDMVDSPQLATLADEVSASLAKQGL
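Assay mix: 1 uM His-tagged tau, 30 uM sodium octadecylsulfate, thioflavine S dye in HEPES/NaCl/DTT buffer. Compound is added prior to the inducer. Fluorescence after 15 h at 37 C.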
Pol III holo inh: qHTS Assay for Inhibitors of DNA Polymerase III Holoenzyme System | reconstituted DNA polymerase III holoenzyme replication, biochemical | Potency, µM (series often up to 57.1 µM), for inactives: top-dose activity change, negative = inhibition | 71,000 tested, 0.25% active | AID 603, 2007; also: potency is read from the fitted curve at half-maximal effect; % is scaled to controls: 0 for no effect and ±100 for the full control effect
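Reconstituted *E. coli* holoenzyme (0.35 nM Pol III, 1 nM beta, 154 nM SSB, 2 nM primase) was preincubated with compound for 15 min at RT. Synthesis on 1.4 nM ssM13Gori ran 35 min, then was stopped with PicoGreen/EDTA and read as dsDNA fluorescence.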
TexasRed autofl: qHTS Assay for Spectroscopic Profiling in Texas Red Spectral Region; Compound fluorescence, Texas Red channel, 547/618 nm; active compounds read high; max dye-equivalent concentration, M; 59,000 tested, 0.06% active; in the data active = max dye-equivalent concentration above about 10 nM; inconclusive = between about 1.1 nM and that limit
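Texas Red-region profiling: compounds in 100 mM Tris pH 8.0 were read at 547/618 nm after 15 min at room temperature. Intensities were normalized against a six-point Texas Red standard series to give dye-equivalent concentration.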
15-hLO inh: qHTS Assay for Inhibitors of 15-hLO (15-human lipoxygenase); Polyunsaturated fatty acid lipoxygenase ALOX15 (Homo sapiens), P16050; purified 15hLO-1, xylenol orange hydroperoxide absorbance; Potency, µM (top dose mostly 57.1 µM), inactives show at the highest dose activity change, negative = inhibition, usual class: inhibitors; 74,000 tested, 1.4% active; AID 887, 2007; also: potency is read from the fitted curve at half-maximal effect; % is scaled to controls: 0 for no effect and ±100 for the full control effect; nearly all actives have a fitted effect of over 55% in size
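Hydroperoxide formed from arachidonic acid (50 uM) by purified human 15hLO-1 (40 nM) oxidizes ferrous iron, and the ferric-xylenol orange complex is read at 573 versus 405 nm. Compounds were preincubated 15 min; reaction ran 6 min at room temperature.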
* marks the source's active call; other numbers are inactive results; i = inactive; ? = inconclusive; nt = no result given; & = joins results of further samples; [ ] = remark or other dose. Unless noted, calls follow the shape of the dose curve; as a rule, active = well fitted curve in the direction sought with a large enough effect; inconclusive = small, poorly fitted or top-dose-only effect, or another doubt; inactive = no such curve, though single readings can be large; an effect the other way counts as inactive or inconclusive. These rows are one share of the data, so the mix of outcomes need not match the whole.

SMILES	CRE-bla Fsk	Rhodamine fluor	HADH2 inh	ERK AVP block	HBB splicing	Hsp90 Hop PPI	Luciferase inh	Tau filament bind	Pol III holo inh	TexasRed autofl	15-hLO inh
O=C(Nc1sc2c(c1C(=O)O)CCC2)c1cccs1	12.4%	i	-10.3%	1.9%	-0.1%[57.5 µM]	2.6%	-2.6%	5.9%	-9.0%	i	-0.5%
Oc1c(C(c2ccccc2)N2CCCCC2)sc2ncnn12 (stereo not given)	?	nt	2.4%	nt	-0.4%	?	2.5%	2.5%	-7.3%	nt	-2.9%
C/C(CCN1CCCc2nc(C)c(C)cc21)=N\OC[C@@H](O)[C@@H]1O[C@@H]2OC(C)(C)O[C@@H]2[C@H]1O	nt	nt	0.5%[11.4 µM]	20.9%[11.5 µM]	0.0%[9.22 µM]	nt	2.3%[11.4 µM]	nt	nt	nt	4.5%[11.4 µM]
CC(C)N(CCNC(=O)C1CCN(S(=O)(=O)N2CCOCC2)CC1)Cc1ccccc1	2.1%	i	5.4%	3.4%	-0.1%	-4.2%	0.1%	-3.4%	-0.5%	?	2.6%
c1ccc2sc(N3CN(CCN4CCOCC4)CN(c4nc5ccccc5s4)C3)nc2c1	8.7%	i	18.6%	0.6%	-1.1%[57.5 µM]	-2.7%	-2.0%	45.2%	6.0%	i	2.9%
COc1ccc(CNC(=O)CCCCCn2c(SCC#N)nc3cc4c(cc3c2=O)OCO4)cc1	0.2%	i	15.0%	8.0%	9.5%[0.369 µM]	?	2.6%	3.7%	5.7%	i	-10.4%
O=C1c2ccccc2-c2nc3ncnn3c(-c3ccccc3)c21	1.4%	i	15.2%	-22.1%	nt	-0.2%	6.2%	-3.4%	1.2%	i	9.0%
Cc1nc(C)c(C(=O)Nc2cccc(Cl)c2)o1	9.3%	i	-29.8%	8.6%	4.0%[1.84 µM]	1.4%	-2.3%	?	-8.8%	i	-6.5%
N#Cc1nc(-c2cccs2)oc1N1CCN(Cc2ccccc2)CC1	28.5%	i	31.6µM*	?	-0.4%	?	-3.4%	28.2%	-0.5%	?	-9.0%
c1ccc(Nc2cc(Nc3ccccc3)[nH]n2)cc1	?	i	?	4.2%	-0.1%[57.5 µM]	-22.8%	-26.2%	20µM*	-2.0%	?	-97.6%
COCCCn1c(SCC(=O)n2c(C)c(C)c3ccccc32)nnc1-c1ccoc1C	-1.6%	i	0.8%	-3.6%	0.1%[57.5 µM]	1.3%	-2.6%	8.8%	-6.7%	i	0.1%
CC(CC(=O)O)CC(=O)Nc1ccccc1C(=O)O (stereo not given)	-2.4%	i	12.0%	5.4%	-0.5%	-2.9%	-3.1%	1.6%	2.7%	?	3.8%
CC1Cc2cc(-c3csc(NC(=O)Cc4cccs4)n3)ccc2N1S(C)(=O)=O (stereo not given)	?	i	15.6%	14.4%	nt	-5.5%	2.1%	-9.1%	-2.4%	i	-18.7%
Cc1nc(N=Nc2ccc(S(=O)(=O)O)cc2S(=O)(=O)O)c(COP(=O)(O)O)c(C=O)c1O	-1.1%&-13.3%	i	-7.3%&-11.8%	-10.4%&-23.9%	-1.1%	-0.5%&-6.3%	0.3%&-5.0%	39.0%&-5.1%	-8.5%&-3.3%	?	3.6%[25.6 µM]
COc1ccc(C2N(C(=O)CN3CCOCC3)CCN2S(=O)(=O)c2ccccc2)cc1 (stereo not given)	-1.6%	i	2.2%	-4.1%	2.9%	-4.7%	-1.5%	9.1%	4.0%	?	-0.2%
COC(=O)c1ccc(N/C(C)=C/C(=O)c2ccc(C)o2)cc1	-13.6%	i	-11.3%	-3.9%	1.1%	-7.0%	3.9%	-3.1%	-0.6%	?	-2.8%
CCN(C(=O)c1cn(C)c(=O)c2cc(OC)c(OC)cc12)c1cc(C)ccc1C	?	i	-2.8%	29.0%	-0.2%	?	-0.7%	-4.2%	-4.7%	i	-2.1%
Cc1cc(N2CCN(c3cccc(C(F)(F)F)c3)CC2)n2ncnc2n1	-8.3%	i	3.3%	9.1%	-0.6%	-5.5%	2.0%	113.9%	-3.7%	?	-2.1%
CC1CCN(c2ccc(C(=O)O)cc2)CC1	-1.1%	i	8.4%	-5.8%	nt	-1.0%	-1.4%	-3.7%	0.4%	i	13.5%
Cc1cc(C(=O)NNCc2ccccc2)no1	-4.2%[17.1 µM]	i	-2.0%[25.6 µM]	-18.1%[25.7 µM]	-0.8%[20.6 µM]	-2.5%[26 µM]	2.1%[25.5 µM]	-4.1%[25.6 µM]	9.5%[25.6 µM]	i	10.3%[25.6 µM]
Clc1ccc(Cl)c(Cl)c1Cl	-3.6%	nt	-3.1%	-4.6%	0.0%	0.1%	nt	-2.2%	4.0%	nt	-3.6%
CN(CCC#N)C(=O)Cn1nc(Cc2ccncc2)c2ccccc2c1=O	1.2%	nt	4.1%	-13.0%	0.8%	-1.6%[2.3 µM]	3.0%	-16.8%	3.5%	nt	8.1%
O=C1CC(O)(C(F)F)Oc2ccc3ccccc3c21 (stereo not given)	?	i	-11.1%	-11.0%	-0.8%[0.369 µM]	0.2%	-3.0%	-12.1%	3.1%	i	?
COC(=O)Nc1sc2c(c1C(=O)NCc1ccco1)CCC2	?	i	-17.5%	?	10.0%	-5.1%	1.2%	3.2%	-3.7%	i	0.2%
O=C(COC(=O)C1CCN(S(=O)(=O)c2cccs2)CC1)c1ccc2c(c1)OCCO2	-0.7%	i	8.3%	4.0%	-0.1%[57.5 µM]	3.1%	-1.1%	16.4%	-1.4%	?	7.2%
Cc1ccc(OCCSc2cc(C)nc(N)n2)cc1	14.1%	nt	2.7%	17.6%	-1.4%[9.22 µM]	0.3%	-3.0%	4.6%	-6.2%	nt	8.4%
O=C(NCCN1CCCCCC1)C1CCC(CNS(=O)(=O)c2cccc3cccnc23)CC1 (stereo not given)	-3.0%	nt	10.6%	-19.6%	-0.3%	-7.7%	-3.2%	7.6%	-6.2%	nt	-22.7%
Cc1cccc2c(=O)c(C(=O)N3CCCCCC3)c[nH]c12	?	i	-0.7%	3.8%	-0.4%	-0.1%	5.3%	4.9%	0.4%	i	0.4%
COc1cccc(Nc2ncc3nc(C)c(=O)n(C4CC4)c3n2)c1	5.01µM*	i	10.6%	0.0%	0.9%	-4.1%	-2.8%[11.4 µM]	-1.2%	-8.6%	i	13.4%
O=C(c1cnn(-c2nc3ccccc3s2)c1)c1ccccc1O	0.7%	i	-11.6%	14.2%	1.4%	-0.6%	-0.7%	-9.3%	-1.2%	i	-12.3%
COc1ccccc1N1CCN(C(=O)CSc2nnc(-c3ccoc3C)o2)CC1	-4.8%	i	-13.2%	16.2%	-0.1%[57.5 µM]	-7.2%	-2.5%	-4.4%	-5.6%	?	-7.8%
COc1cc2c(cc1NC(=O)c1ccco1)CCCC2	?	nt	5.9%[11.4 µM]	-10.1%	-2.5%[0.0738 µM]	0.5%[11 µM]	-19.1%	22.0%[11.4 µM]	-3.9%[11.4 µM]	nt	?
Cc1[nH]c2ccccc2c1/C=N/n1cnnc1	1.7%	i	-8.6%	18.7%	nt	4.7%	-1.7%	4.2%	-6.7%	i	-8.0%
O=C1c2ccccc2OCOc2ccccc21	0.6%	nt	6.5%	29.0%	1.6%[9.22 µM]	4.2%	2.6%	-3.6%	-1.9%	nt	-6.5%
O=C(O)CS(=O)c1ccc2c3c(cccc13)C(=O)c1ccccc1-2 (stereo not given)	?	i	-5.6%[11.4 µM]	22.7%[11.5 µM]	?	?	-1.5%[11.4 µM]	i[11.4 µM]	20.3%[11.4 µM]	i	-5.0%[11.4 µM]
